Dynein transport = dynein cargo transport inhibition. 3617.4 mouse cells, GR-EGFP nuclear translocation imaging; test concentration mostly 20 µM; stimulated with dexamethasone, 1 µM; hits give low values. actives 0.47% (n = 220,000). z-score, hits read low. AID 1381;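 active means plate z-score of nuclear minus cytoplasmic receptor signal below a set negative limit, without overly bright fluorescence or cell loss, cut at about -3.5 in these data, passing the limit was not always enough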;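 further: z-score of nuclear minus cytoplasmic ring GR-EGFP intensity difference per well; some compounds called inactive have numbers as strong as hits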
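Buffer or medium: tet-free, stripped-serum medium; Also added: dexamethasone, 1.0 µM final; Technique: high-content fluorescence imaging after fixation; Times: 48 h induction, 1 h compound, 30 min dex at 37 °C; Read-out: per-cell GR-EGFP intensity, nucleus versus surrounding cytoplasmic ring, well-averaged.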
b-catenin transl = beta-catenin nuclear translocation modulation. AID 1665. actives 0.3% (n = 190,000). HeLa beta-catenin nuclear translocation, immunofluorescence imaging. nuclear translocation activity, % at 5 µM;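 active means nuclear translocation activity above 50% at 5 µM, with a well cell count of 50 or more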;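 further: per-cell ratio of nuclear to cytoplasmic median beta-catenin stain intensity; plate controls were DMSO negative control for no effect and GSK-3 inhibitor IX positive control for full effect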
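test system = HeLa cells, endogenous beta-catenin | dosing = single 5 µM dose plus 0.02–20 µM confirmation series | times = compound treatment 24 h, 37°C, 5% CO2 | technique = beta-catenin immunofluorescence imaging with DAPI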
CSM14.1 death rescue = rescue of cells from ER stress-induced death, primary screen, 384-well, CSM14.1, thapsigargin, ATP luminescence (AID 1222). CSM14.1 thapsigargin-induced death rescue, ATP luminescence; higher % means a stronger effect. one-dose cellular ATP content (survival), % at 20 µM; EC50 in µM for titrated hits. 190,000 tested, under 10 active;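 active means EC50 below 50 µM in the dose-response confirmation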;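 further: death triggered by thapsigargin at about 15 µM added after 2 h compound pretreatment; cell ATP read after overnight thapsigargin exposure of roughly 18 to 22 hours; normalized against plate controls of thapsigargin alone and 5% DMSO vehicle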
P. falciparum M17LAP = P. falciparum M17LAP inhibitors, primary screen, biochemical, fluorogenic H-Leu-NHMec substrate, 1536-well (AID 1619). recombinant M17LAP, H-Leu-NHMec fluorogenic kinetic assay; higher % means a stronger effect. inhibition, % at 30 µM; hits with a dose series show IC50 in µM. actives 0.38% (n = 220,000);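 active means compound inhibiting the enzyme by more than half at any dose during confirmatory dose-response retesting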;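 further: plate controls were full reaction with DMSO carrier for no effect and no enzyme background for full effect; strong numbers were not always called active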
K1F lysis inhibition = inhibition of K1F phage lysis, E. coli UTI89, bacterial capsule biogenesis inhibitors, alamar blue (AID 488966). E. coli UTI89 K1F phage lysis, alamar blue, 2 h; higher % means a stronger effect. inhibition, % at 100 µM; hits with a dose series show IC50 in µM. actives 0.02% (n = 340,000);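 active means phage lysis inhibition, versus mean bacterial control, above a set limit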;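 further: capsule biogenesis inhibitors block K1F phage lysis so surviving cells raise fluorescence; higher fluorescence means more inhibition of phage lysis; actives were called in the ten point dose series up to 300 µM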
P. falciparum M1AAP = P. falciparum M1AAP inhibitors, biochemical, fluorogenic H-Leu-NHMec substrate, 1536-well (AID 1445). recombinant M1AAP, H-Leu-NHMec fluorogenic kinetic assay; higher % means a stronger effect. one-dose inhibition, % at 30 µM; IC50 in µM for titrated hits. actives 0.42% (n = 220,000);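 active means primary inhibition above the hit cutoff, then over 50% inhibition at one or more dose response concentrations, cut at about 23% in these data, passing the limit was not always enough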;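 further: plate controls were DMSO full reaction for no effect and no enzyme background for full effect; strong numbers were not always called active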
MT stabilizer = stabilizes microtubules in HeLa cells. actives 0.83% (n = 200,000). HeLa tubulin immunostaining HCS, 24 h; share of cells brighter than vehicle mean+2SD. % tubulin-high responders, % at 10 µM;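 active means plate Z-score above 3 for both tubulin-high and condensed-nucleus cell shares, with cell loss under 80%, at 10 µM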;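 further: anti alpha tubulin signal scored within the nucleus-defined area of each cell; some results filed as inactive read as strong as hits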
Autophagy HCS = autophagy modulation, high-content screen. MEF GFP-LC3 puncta imaging; test concentration mostly 10 µM. calls only at 10 µM (by protocol). actives 0.98% (n = 190,000). AID 463193;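 active means percentage of spot-positive cells more than 3 SD above its plate mean, without a fluorescence outlier flag or 80% toxicity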;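 further: spot-positive cell cutoff set from DMSO-treated cells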
Insulin prom up = MIN6 insulin promoter up-regulation. MIN6 insulin promoter-GFP reporter, high-content imaging; hits give high values. z-score at 5 µM. actives 0.3% (n = 190,000). AID 1625;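 active means z-score above 3 at 5 µM with at least 500 cells counted in the well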
Dynein transport cytoplasmic EGFP = also measured in Dynein transport; calls as there; z-score; measured here: cytoplasmic GR-EGFP intensity; hits give high values
Dynein transport nuclear GR-EGFP = also measured in Dynein transport; calls as there; z-score; measured here: nuclear GR-EGFP intensity;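 lower value marks the stronger effect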
Dynein transport cell count = also measured in Dynein transport; calls as there; z-score; measured here: cell count per field
Insulin prom up cell count = second read-out of Insulin prom up, no call of its own (marks repeat the call); cell count; measured here: cytotoxicity, nuclei count;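 total cells summed across four imaged fields per well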
b-catenin transl cell count 5 µM = second read-out of b-catenin transl, no call of its own (marks repeat the call); cell count; measured here: cell count, cytotoxicity flag
MT stabilizer Hoechst-high % = further read-out of MT stabilizer, marked with its call; % Hoechst-high responders; measured here: nuclear condensation Hoechst responders;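 share of cells brighter than vehicle mean plus two SD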
MT stabilizer cytotoxicity % = also measured in MT stabilizer; calls as there; toxicity, %; measured here: cytotoxicity by cell density;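 0% = mean cell density of plate MIN control wells and 100% = no cells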
Autophagy HCS cell loss 18 h = recorded beside Autophagy HCS, whose call it bears; toxicity, %; measured here: cell loss, nuclei count;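 cell loss after 18 h compound exposure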
* marks the source's active call; other numbers are inactive results; i = inactive; / = not tested or not shown; + = active, no number; [ ] = another dose, or the depositor's remark.

SMILES | Dynein transport | Dynein transport cytoplasmic EGFP | Dynein transport nuclear GR-EGFP | Dynein transport cell count | b-catenin transl | b-catenin transl cell count 5 µM | CSM14.1 death rescue | P. falciparum M17LAP | K1F lysis inhibition | P. falciparum M1AAP | MT stabilizer | MT stabilizer Hoechst-high % | MT stabilizer cytotoxicity % | Autophagy HCS | Autophagy HCS cell loss 18 h | Insulin prom up | Insulin prom up cell count
Cc1cc(NC(=O)CCN2C(=O)/C(=C/c3ccccc3Cl)SC2=S)no1 | 0.73 | 0.409 | 0.41 | -0.624 | 0.5 | 1024 | -2.3% | 3.9% | 6.4% | 3.6% | 2.8 | 2.9 | 6.6 | i | -1.0 | -0.47 | 1354
CCOc1ccc(CCNC(=O)c2cc3sccc3n2CC)cc1OCC | -0.356 | -0.236 | 0.0164 | 0.235 | 0.6 | 1092 | 8.0% | -6.5% | -0.3% | -5.2% | 2.2 | 1.6 | 7.9 | i | -1.5 | 1.57 | 1001
CS(=O)(=O)N(CC(=O)N1CCCCCC1)c1ccc2c(c1)OCCO2 | 0.297 | -0.119 | 0.555 | 0.514 | / | / | -0.9% | -1.1% | 8.3% | 3.0% | 2.7 | 1.6 | 35.0 | i | 3.1 | -0.67 | 1317
CCOc1cc(OCC)cc(C(=O)Nc2cccnc2)c1 | 1.28 | -0.186 | 1.12 | -0.56 | / | / | -0.2% | -2.1% | 7.4% | 18.6% | 2.2 | 2.2 | 6.6 | i | -49.5 | / | /
CC(O)CN(C)CC/C=C1/c2ccccc2CSc2ccccc21 (stereo unspecified) | 3.73 | 0.097 | 2.27 | -1.75 | -0.9 | 850 | -4.4% | -11.7% | 2.2%[50 µM] | 0.1% | 3.9 | 2.2 | 5.7 | i | 9.6 | / | /
CN(CC(=O)O/N=C(\N)c1ccccn1)S(=O)(=O)c1ccccc1 | -0.864 | -0.203 | -0.623 | 1.15 | -1.3 | 1342 | -2.3% | 3.7% | 11.7% | 1.4% | 2.0 | 1.6 | 8.5 | i | -9.6 | -0.36 | 1562
CCOc1ccc(N(CC(=O)Nc2cccc(F)c2)S(=O)(=O)c2c(C)noc2C)cc1 | 0.113 | -0.143 | 0.124 | -0.41 | -0.1 | 1161 | -1.1% | 2.5% | 6.7% | -0.9% | 6.4 | 9.9 | 16.3 | i | 0.7 | -0.55 | 930
NC(=O)CSc1ncc(-c2ccc([N+](=O)[O-])cc2)[nH]1 | -0.955 | -0.333 | -0.423 | 1.05 | -0.9 | 1050 | -1.2% | 22.7% | -1.5% | 9.7% | 2.2 | 1.4 | 4.4 | i | 3.4 | -0.76 | 1369
CC(C)NCCOCCSc1ccc(Cl)cc1 | -0.371 | -0.209 | -0.413 | 0.637 | 1.3 | 1461 | -1.1% | 18.3% | -0.8% | 5.9% | 2.1 | 2.0 | 9.9 | i | 30.3 | 0.23 | 1324
O=C1NN(c2ccccc2)C(=O)C2C3C=CC(C4CC34)C12 (stereo unspecified) | 2.16 | 0.0622 | 1.97 | -0.936 | -0.1 | 1397 | 0.3% | -2.6% | 4.1% | -5.7% | 2.8 | 2.1 | 6.8 | i | -23.2 | -0.75 | 1592
CC(C)/C=N/NC(=O)c1ccc(Cl)cc1 | 0.14 | -0.181 | -0.179 | -0.16 | 0.5 | 526 | -0.8% | -4.8% | 0.1% | 0.7% | 4.2 | 2.3 | 3.9 | i | 6.1 | 0.2 | 1356
O=C1CC(c2ccc(F)cc2)Sc2nc(C34CC5CC(CC(C5)C3)C4)nn21 (stereo unspecified) | -0.708 | -0.303 | -0.517 | 1.7 | -1.9 | 1117 | -0.1% | 16.3% | 1.1% | 4.2% | 6.8 | 1.8 | 6.9 | i | 5.9 | -0.01 | 1468
CCNC(=O)CC1C(=O)N(C)C(=S)N1NC(=O)c1ccc(Cl)cc1 (stereo unspecified) | 3.22 | 0.049 | 1.77 | -1.97 | 0.1 | 776 | -0.6% | -4.6% | 2.0% | -1.9% | 4.6 | 2.2 | 1.6 | i | 4.3 | -0.04 | 1342
O=C(CSc1nc2ccccc2[nH]1)Nc1ccc(F)c(F)c1 | 1.1 | -0.274 | 0.943 | -0.547 | 0.2 | 1094 | -3.1% | -6.4% | 0.2% | -18.9% | 1.6 | 1.1 | 11.7 | i | -5.3 | -0.49 | 1555
CCOC(=O)c1sc2nc(NC(=O)C3CCCCC3)sc2c1C | 0.0755 | 0.478 | 0.187 | -0.712 | 0.7 | 1189 | -1.2% | 4.6% | 0.0% | 8.7% | 6.7 | 1.3 | 6.2 | / | / | -0.77 | 903
COC(=O)c1nc2ccc(N3CCOCC3)cc2c(C)c1C(=O)OC | 0.232 | -0.31 | 0.00969 | -0.593 | -0.6 | 1076 | / | 8.3% | 0.1% | 4.0% | 3.9 | 2.2 | 4.5 | + | -5.3* | -0.9 | 1243
O=C(COC(=O)c1ccccc1Nc1cccc(C(F)(F)F)c1)NCc1ccco1 | -0.681 | -0.182 | -0.528 | 0.84 | / | / | 0.3% | 4.0% | 2.5% | 22.0% | 4.1 | 1.3 | 7.1 | i | -27.0 | / | /
O=c1[nH]c(=O)n(Cc2ccco2)c2c1C(C(F)(F)F)(C(F)(F)F)N=C(Cc1ccccc1)N2 | 1.6 | -0.0438 | 0.391 | -0.975 | 0.0 | 1287 | -0.6% | -3.4% | -0.1% | -1.2% | 3.2 | 2.4 | 11.0 | i | 0.8 | 0.42 | 1718
CC1=C(C(=O)OCCOc2ccccc2)C(c2ccsc2)NC(=O)N1C (stereo unspecified) | 0.661 | -0.18 | 0.412 | 0.0572 | 7.7 | 1065 | 7.0% | 14.6% | -0.1% | 5.1% | 3.1 | 1.2 | 1.4 | i | 16.4 | -0.28 | 1153
O=C(CCn1cccc1)Nc1ccccc1F | -1.06 | -0.337 | -0.368 | 1.13 | -2.1 | 966 | -0.9% | -0.1% | -0.4% | 2.8% | 2.9 | 3.2 | 8.2 | i | 5.0 | 1.04 | 1524

Brought forward from above: 2 compounds; new compounds follow.
SMILES | Dynein transport | Dynein transport cytoplasmic EGFP | Dynein transport nuclear GR-EGFP | Dynein transport cell count | b-catenin transl | b-catenin transl cell count 5 µM | CSM14.1 death rescue | P. falciparum M17LAP | K1F lysis inhibition | P. falciparum M1AAP | MT stabilizer | MT stabilizer Hoechst-high % | MT stabilizer cytotoxicity % | Autophagy HCS | Autophagy HCS cell loss 18 h | Insulin prom up | Insulin prom up cell count
CC1=C(C(=O)OCCOc2ccccc2)C(c2ccsc2)NC(=O)N1C (stereo unspecified) | 0.661 | -0.18 | 0.412 | 0.0572 | 7.7 | 1065 | 7.0% | 14.6% | -0.1% | 5.1% | 3.1 | 1.2 | 1.4 | i | 16.4 | -0.28 | 1153
O=C(CCn1cccc1)Nc1ccccc1F | -1.06 | -0.337 | -0.368 | 1.13 | -2.1 | 966 | -0.9% | -0.1% | -0.4% | 2.8% | 2.9 | 3.2 | 8.2 | i | 5.0 | 1.04 | 1524
O=C(COc1ccc([N+](=O)[O-])cc1)NNC(=S)NC(=O)c1ccc(Br)cc1 | 0.0814 | -0.0805 | 0.125 | -0.234 | 2.0 | 1065 | -0.4% | 29.2% | 0.0% | -3.8% | 3.7 | 1.9 | 5.7 | i | 11.1 | 1.21 | 1068
Clc1ccc(CN(Cc2ccc(Cl)cc2)c2nn[nH]n2)cc1 | -0.245 | -0.197 | -0.0993 | 0.383 | -1.4 | 944 | -1.6% | 41.3% | 0.0% | 0.6% | 2.0 | 1.7 | 3.5 | i | 15.0 | 1.19 | 896
CCCCOc1cccc(C(=O)NC(=S)Nc2ccc(Cl)c(C(=O)O)c2)c1 | 0.0823 | -0.324 | 0.713 | -0.0232 | -6.9 | 1115 | -0.3% | 5.5% | -0.2% | 3.8% | 1.7 | 0.9 | 6.2 | i | -2.2 | 0.18 | 1418
CC(C)(C)c1cc(CCC(=O)NNC(=S)NC(=O)c2ccccc2)cc(C(C)(C)C)c1O | -0.462 | -0.276 | -0.621 | 0.728 | -0.2 | 475 | -2.5% | 32.2µM* | 0.6% | -15.5% | 4.8 | 1.9 | 2.2 | i | 2.4 | -4.33 | 783
O=c1cc(CSc2n[nH]c(-c3ccncc3)n2)nc2sccn12 | -0.751 | -0.336 | -0.367 | 0.198 | -1.8 | 1055 | -0.6% | 2.5% | -0.8% | 8.8% | 4.9 | 2.0 | 4.3 | i | -4.2 | -0.52 | 1172

Some of the entries so far, with values under each structure.
Values run as follows: Dynein transport	Dynein transport cytoplasmic EGFP	Dynein transport nuclear GR-EGFP	Dynein transport cell count	b-catenin transl	b-catenin transl cell count 5 µM	CSM14.1 death rescue	P. falciparum M17LAP	K1F lysis inhibition	P. falciparum M1AAP	MT stabilizer	MT stabilizer Hoechst-high %	MT stabilizer cytotoxicity %	Autophagy HCS	Autophagy HCS cell loss 18 h	Insulin prom up	Insulin prom up cell count
CCOc1cc(OCC)cc(C(=O)Nc2cccnc2)c1
 : 1.28	-0.186	1.12	-0.56	/	/	-0.2%	-2.1%	7.4%	18.6%	2.2	2.2	6.6	i	-49.5	/	/
O=C(COC(=O)c1ccccc1Nc1cccc(C(F)(F)F)c1)NCc1ccco1
 : -0.681	-0.182	-0.528	0.84	/	/	0.3%	4.0%	2.5%	22.0%	4.1	1.3	7.1	i	-27.0	/	/
